# Screens: PubChem BioAssay, several laboratories
# IEC-6 tox = counter-screen for KLF5 inhibitors: cytotoxicity in IEC-6 cells; IEC-6 cytotoxicity, luminescence viability; inhibition, % at 5 µM; AID 1825; hit rate 0.78% among 290,000; in the data active = inhibition above about 22%;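 note: 0% = plate median of test compound wells and 100% = cytotoxic reference compound wells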
# aSyn UTR inh = 5' untranslated region of α-synuclein, MLPCN primary screen | alpha-synuclein 5'UTR reporter, inhibitor activity | inhibition, % (tested at 7.5 µM) | hit rate 0.82% among 300,000 | AID 1813; in the data active = inhibition above about 60%; inconclusive = no clear call, values can overlap the other calls;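 note: H4 neuroglioblastoma cells stably carrying SNCA 5'UTR luciferase fusion; 0% = DMSO wells and 100% = positive control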
# HSP90 refold inh = blocks HSP90-mediated luciferase refolding in reticulocyte lysate. hit rate 0.91% among 290,000. Rabbit reticulocyte lysate, luciferase refolding luminescence, 3 h. inhibition, % at 5.6 µM;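 active = inhibition above the screen-wide mean plus 3 SD, computed separately per campaign, cut at about 16% in these data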;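 note: 0% = DMSO wells and 100% = 60 µM geldanamycin wells; inhibitors lower the luminescence because luciferase stays unfolded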
# HSF1 inhib = HSF1 inhibition. NIH3T3-HGL HSE-luciferase, MG132-induced, luminescence 8 h; stronger effect = lower value. activity change, negative = inhibition, % at 7.5 µM (by protocol). hit rate 0.77% among 300,000. AID 2098;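 active = more than half of replicate wells show activity change below -50%, luminescence cut by over half; inconclusive = some wells, but at most half, below -50%; inactive = no replicate well below -50%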;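 note: luciferase reports HSF-1 transcriptional activity via heat shock element; 0% = median of DMSO wells and -100% = zero luminescence signal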
# KLF5 inh = kruppel-like factor 5 inhibition. DLD-1 KLF5 promoter-luciferase reporter, luminescence. inhibition, % at 5 µM. hit rate 0.23% among 290,000;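 active = inhibition above a per-plate limit of that plate's mean compound inhibition plus 3 SD, cut at about 60% in these data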;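 note: 0% = DMSO wells and 100% = LY294002 at 200 µM; higher means less KLF5 promoter-driven luciferase light; inactives centre near -14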
# GSK3B inh = blocks human GSK3beta kinase activity; P49841; GST-GSK3beta kinase, ADP-Glo luminescence, 60 min; stronger effect = lower value; activity score (negative = inhibition), % at 10 µM; hit rate 0.038% among 300,000;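 active = more than half of replicate wells score below -50%, meaning over 50% inhibition versus plate controls; inconclusive = some replicates but at most half score below -50%; inactive = no replicate scores below -50%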;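 note: 0% = median DMSO wells and -100% = median GW8510 positive control wells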
# Target sequence (P49841 whole entry, looked up): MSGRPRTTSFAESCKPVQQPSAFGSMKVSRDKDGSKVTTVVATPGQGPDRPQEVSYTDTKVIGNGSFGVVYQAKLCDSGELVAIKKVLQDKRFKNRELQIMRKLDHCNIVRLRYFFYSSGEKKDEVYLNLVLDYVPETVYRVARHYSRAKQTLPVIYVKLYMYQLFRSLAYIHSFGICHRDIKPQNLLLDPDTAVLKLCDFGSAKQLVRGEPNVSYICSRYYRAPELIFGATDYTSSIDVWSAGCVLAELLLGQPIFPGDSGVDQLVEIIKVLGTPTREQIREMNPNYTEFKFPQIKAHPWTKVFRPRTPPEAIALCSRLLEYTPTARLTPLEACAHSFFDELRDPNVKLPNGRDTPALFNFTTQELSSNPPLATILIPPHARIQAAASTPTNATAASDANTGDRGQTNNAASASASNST
#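 Test system – GST-tagged human GSK3beta kinase, cell-free · Incubation – 60 min enzyme reaction, room temperature · Signal – ADP-Glo luminescence · Also added – peptide substrate and ATP at 25 µM · Controls – DMSO neutral wells and GW8510 at 20 µM as positive · Buffer or medium – Tris/MgCl2 kinase buffer · Measure – Luminescence-derived activity versus plate DMSO and GW8510 wells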
# HSF-1 act = increases HSF-1 driven luciferase reporter signal; NIH3T3-HGL HSF-1 luciferase reporter, MG132, 8 h; 100% = twice DMSO control signal; activation, % at 9 µM; hit rate 1.7% among 300,000; AID 504408;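 active = mean replicate activation of at least 50% with a set share of replicates each reaching 50%; inconclusive = only one of those two conditions met; inactive = mean below 50% and too few replicates reaching it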;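 note: 0% = median of the neutral control wells and 100% = twice that signal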
# Platelet DG rel = modulates dense granule release in human platelets | human platelet-rich plasma, SFLLRN dense granule ATP release, luminescence | inhibition, %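 (compounds screened at 7.5 µM in platelet-rich plasma)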 | hit rate 0.22% among 300,000 | AID 1663;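 active = mean replicate score, as percent of positive control, at or above 50; inconclusive = mean below 50 but at least one replicate at or above 50; inactive = mean and every replicate below 50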
# Dyrk1A ADPGlo = Dyrk1A (rat) kinase inhibition | Q63470 | ADP-Glo luminescence, NFATc1 peptide | inhibition, % at 12.5 µM | hit rate 0.43% among 310,000 | AID 504441; in the data active = inhibition above about 50%;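 note: plate controls were vehicle with enzyme for no effect and no enzyme for full effect; many of its hits are not listed in these tables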
# GSK3 alpha inh = inhibitors of human GSK-3 alpha kinase. inhibition, % at 10 µM. ADP-Glo luminescence, 60 min. P49840. hit rate 0.1% among 320,000;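 in the data active = inhibition above about 50%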;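 note: GST-tagged GSK-3 alpha with peptide substrate and 25 µM ATP; 0% = DMSO neutral wells and 100% = GW8510 positive control wells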
# Target sequence (P49840 whole entry, looked up): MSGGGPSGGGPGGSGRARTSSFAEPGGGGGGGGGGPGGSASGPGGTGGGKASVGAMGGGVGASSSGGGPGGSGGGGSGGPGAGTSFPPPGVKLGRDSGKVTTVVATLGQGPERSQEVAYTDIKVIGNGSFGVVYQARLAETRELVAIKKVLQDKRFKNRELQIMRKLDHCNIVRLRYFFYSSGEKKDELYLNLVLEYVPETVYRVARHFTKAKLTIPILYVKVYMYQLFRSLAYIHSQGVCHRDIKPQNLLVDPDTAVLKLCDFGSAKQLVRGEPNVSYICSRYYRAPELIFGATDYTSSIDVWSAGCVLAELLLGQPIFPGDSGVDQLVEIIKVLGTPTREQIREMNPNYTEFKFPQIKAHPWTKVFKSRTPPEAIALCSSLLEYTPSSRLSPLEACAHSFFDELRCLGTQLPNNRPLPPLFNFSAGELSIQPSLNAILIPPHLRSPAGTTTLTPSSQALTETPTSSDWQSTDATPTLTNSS
# The depositor's hits bear a star; ? = inconclusive; . = not tested or not shown.
SMILES,IEC-6 tox,aSyn UTR inh,HSP90 refold inh,HSF1 inhib,KLF5 inh,GSK3B inh,HSF-1 act,Platelet DG rel,Dyrk1A ADPGlo,GSK3 alpha inh
Cc1cc(/C=N/Nc2ncnc(N)c2[N+](=O)[O-])c(C)n1-c1ccccc1,7,95*,76*,.,67*,1,.,67*,-3,2
O=C(c1cc(F)ccc1F)C1CCCN(C(=O)c2ccc3nccnc3c2)C1 (stereo not drawn),3,-15,-3,18,-16,0,17,-3,-5,-2
COc1cccc(CNC(=O)CCS(=O)(=O)c2cccs2)c1,1,2,0,-3,9,-3,-4,1,1,-5
COc1ccc(C)cc1NC(=O)CSc1nc2ccccc2nc1N1CCCC1,14,-10,-2,3,-14,3,-5,-7,1,-3
O=C(COc1ccc2c3c(c(=O)oc2c1)CCCC3)NCc1cccnc1,5,6,-3,-3,-15,4,1,2,-3,0
Cc1cccc(C(=O)NC(=S)NC(C)c2ccccc2)c1 (stereo not drawn),.,1,.,1,.,-12,0,1,.,-3
O=C(N1CCN(c2ccccn2)CC1)N1c2ccccc2Sc2ccccc21,17,3,4,-8,19,-3,1,-3,-4,-2
CCc1cccc(N(C(=O)c2csnn2)C(C(=O)NC(C)(C)C)c2ccccn2)c1 (stereo not drawn),-6,14,0,1,-10,1,3,0,-2,0
Cc1ccc(OCCCN2CCCC2)c(C)c1,-1,22,6,.,-28,-2,.,0,3,-1
CN(C(=O)CN1C(=O)c2ccccc2S1(=O)=O)c1ccccc1C(=O)O,-1,-2,3,0,-2,4,-4,6,5,0
CCc1cccc2c(C#N)cn(CC(=O)NCCOC)c12,6,-15,5,-10,-35,2,16,-6,6,-1
Cc1cc(C)c(NC(=S)NCCCSC2CCCCC2)c(C)c1,6,9,6,7,21,5,-4,-2,.,-2

# Next part, starting with the last 4 of the part before.
SMILES,IEC-6 tox,aSyn UTR inh,HSP90 refold inh,HSF1 inhib,KLF5 inh,GSK3B inh,HSF-1 act,Platelet DG rel,Dyrk1A ADPGlo,GSK3 alpha inh
Cc1ccc(OCCCN2CCCC2)c(C)c1,-1,22,6,.,-28,-2,.,0,3,-1
CN(C(=O)CN1C(=O)c2ccccc2S1(=O)=O)c1ccccc1C(=O)O,-1,-2,3,0,-2,4,-4,6,5,0
CCc1cccc2c(C#N)cn(CC(=O)NCCOC)c12,6,-15,5,-10,-35,2,16,-6,6,-1
Cc1cc(C)c(NC(=S)NCCCSC2CCCCC2)c(C)c1,6,9,6,7,21,5,-4,-2,.,-2
O=S(=O)(Nc1ccc(Br)cn1)c1ccc(Cl)s1,-1,-8,1,-5,-12,1,-5,13,-8,-2
O=C(Cc1ccccc1)Nc1ccc(Cl)cn1,3,-20,5,4,-30,-8,-2,-1,9,1
O=C(NCc1ccccc1Cl)C1CCC(=O)N1Cc1ccc(F)cc1 (stereo not drawn),-5,-3,-3,0,-3,0,4,-4,0,0
COc1ccc(OC)c(C(=O)c2ccc(C(=O)N3CCCCC3)cc2)c1,-2,-7,3,3,-6,-2,-7,5,5,1
Cc1ccc2c(c1)N(CC(=O)NCCc1c[nH]c3ccccc13)C(=O)CO2,-3,10,1,2,15,1,-2,9,-5,-1
CC(=O)OCC#CCSc1nc2ccccc2n1C,4,-18,0,-3,-15,4,10,-3,-2,0
CC(C)(C)c1cc(CCC(=O)N2CCNCC2)c(C(C)(C)C)cc1O,2,-1,-4,4,-38,-3,41,0,-4,-1
Cc1ccc(/C(N)=N/OC(=O)CN(C)S(=O)(=O)c2ccc(C)cc2)cc1,5,-17,3,-42,-10,0,-56,-5,-5,1
CCCNC(=O)Nc1nnc(C2CC2)s1,-10,-2,0,4,-25,-1,-7,-9,1,-1
CCOC(=O)CSc1nc(C)[nH]c1[N+](=O)[O-],0,16,2,-14,-29,-2,-2,-1,2,-2
COc1ccc(NC(=S)NC(=O)CC(C)C)c(OC)c1,-4,-59,6,4,-40,-6,24,-1,5,1
CC(C)Cc1nnc(NC(=O)CSc2nc(O)c(Cc3ccccc3)c(=O)[nH]2)s1,2,7,-2,0,-13,0,6,3,-2,-2

# In the list so far, two have a tert-butyl group.
SMILES,IEC-6 tox,aSyn UTR inh,HSP90 refold inh,HSF1 inhib,KLF5 inh,GSK3B inh,HSF-1 act,Platelet DG rel,Dyrk1A ADPGlo,GSK3 alpha inh
CCc1cccc(N(C(=O)c2csnn2)C(C(=O)NC(C)(C)C)c2ccccn2)c1 (stereo not drawn),-6,14,0,1,-10,1,3,0,-2,0
CC(C)(C)c1cc(CCC(=O)N2CCNCC2)c(C(C)(C)C)cc1O,2,-1,-4,4,-38,-3,41,0,-4,-1

# Next section.
SMILES,IEC-6 tox,aSyn UTR inh,HSP90 refold inh,HSF1 inhib,KLF5 inh,GSK3B inh,HSF-1 act,Platelet DG rel,Dyrk1A ADPGlo,GSK3 alpha inh
O=C(c1ccncc1)N(Cc1ccccc1)Cc1nc2ccccc2c(=O)[nH]1,-8,-13,2,4,-12,-3,5,-1,6,-2
Cc1cc(C)c(C)c(OCC(=O)NCCN(C)C)c1,-4,10,2,-8,-25,2,8,-19,8,-2
Cc1cccc(C)c1-n1c(C)cc(/C=N/NC(N)=S)c1C,-4,-4,0,-1,-9,-3,-12,3,6,4
CCC(C(=O)NC1CCCC1)N(C(=O)Cn1nnc(-c2ccc(OC)c(OC)c2)n1)c1cccc(O)c1 (stereo not drawn),4,18,5,1,-13,-2,-16,4,-1,1
CCCn1c(=O)c(C(=O)OCC)c(O)c2cc(Br)ccc21,5,3,6,-3,-17,4,28,12,-25,.
Cn1c(CNS(=O)(=O)c2ccc(Cl)cc2)cc(=O)n(C)c1=O,2,19,1,-1,-33,5,2,0,-2,-1
CCOC(=O)c1ccccc1NC(=O)CSc1nncn1C,0,10,-5,-2,-29,-1,5,12,4,-3
CC1C(c2ccccc2)=NNc2nc3c(c(=O)n(C)c(=O)n3C)n21 (stereo not drawn),-3,23,-1,-4,-30,2,11,1,.,0
CCCCNC(=O)c1ccc(N2CCC3(CC2)OCCO3)c([N+](=O)[O-])c1,4,-35,2,-13,-13,-8,-18,?,3,-1
CCCn1nnc(NC(=O)COc2ccc(C3CCCCC3)cc2)n1,2,-4,1,-2,0,-1,1,9,7,-2
Cc1cc(N/C=C2\CCCCC2=O)no1,-3,-24,-7,2,-34,1,-1,-6,-6,1
COc1ccc2[nH]c(C(=O)N/N=C/c3ccccc3OC)cc2c1,5,-119,-4,12,29,0,1,9,63*,3

# Five compounds from above, sorted by their value in HSF1 inhib, smallest number first.
compound | HSF1 inhib
CCCCNC(=O)c1ccc(N2CCC3(CC2)OCCO3)c([N+](=O)[O-])c1 | -13
CCCn1c(=O)c(C(=O)OCC)c(O)c2cc(Br)ccc21 | -3
CCCn1nnc(NC(=O)COc2ccc(C3CCCCC3)cc2)n1 | -2
Cn1c(CNS(=O)(=O)c2ccc(Cl)cc2)cc(=O)n(C)c1=O | -1
COc1ccc2[nH]c(C(=O)N/N=C/c3ccccc3OC)cc2c1 | 12

# More entries.
SMILES,IEC-6 tox,aSyn UTR inh,HSP90 refold inh,HSF1 inhib,KLF5 inh,GSK3B inh,HSF-1 act,Platelet DG rel,Dyrk1A ADPGlo,GSK3 alpha inh
CC(C)C(NC(=O)c1ccc(Cl)cc1)C(=O)O (stereo not drawn),-13,11,-2,0,-11,0,20,-1,-2,-3
CC(CCc1ccccc1)NC(=O)c1ccncc1 (stereo not drawn),-2,-2,-2,-5,-13,0,7,0,0,-1
Cc1ccc(NC(=O)CSc2nccn2C)cc1S(=O)(=O)N1CCOCC1,0,12,0,-5,-35,2,3,2,-4,-3
COCCN1Cc2c(sc(C)c2C)N(C(=O)c2ccccc2)C1,0,-37,-4,23,-63,1,42,1,6,-3
Cn1c(=O)c(C(=O)NC2CCCCCC2)c(O)c2ccccc21,-1,-72,-4,-1,-70,2,0,-3,-5,2
NS(=O)(=O)c1ccc(CCNC(=O)CN2CCCCCC2)cc1,-11,3,-1,-2,-28,1,-3,-3,-3,-1
Nc1cc(Cl)ccc1N1CCCCC1,4,2,-2,-5,-7,0,3,0,-3,-2
COc1ccc(C(=S)N2CCOCC2)cc1OC(=O)c1ccc(C)cc1,-3,-9,-5,5,-18,1,12,1,2,-3
CNS(=O)(=O)c1cccc(C(=O)NCC(C)(C)N2CCCCC2)c1,7,-8,-1,-2,-12,-1,-1,-14,-4,-1
COc1cccc(/C=N/NC(N)=S)c1OS(=O)(=O)c1ccccc1,3,18,4,-7,1,1,8,-1,1,-3
O=C(CCC(=O)c1ccc(F)cc1)OC1CCOC1=O (stereo not drawn),3,7,-1,-1,-34,0,4,4,1,-1
O=C(CSc1nc(-c2ccccc2F)nc2nc[nH]c12)Nc1c(Cl)cc(Cl)cc1Cl,-9,-3,3,5,-28,0,38,-6,.,-1
CCOC(=O)Cc1csc(NC(=O)CC(C)(C)CC(=O)O)n1,5,12,7,-6,-3,3,-2,7,8,-4
O=C(Nc1cc(Cl)ccc1-n1cncn1)c1ccc([N+](=O)[O-])o1,.,-70,.,17,.,1,26,-1,.,2
N#Cc1cccc(NC(=O)CSc2nnc(-c3n[nH]c4ccccc34)o2)c1,-2,-277,1,35,-70,0,50,6,1,5
CCCS(=O)(=O)N1CCN(c2cc3c(cc2[N+](=O)[O-])n(C)c(=O)n3C)CC1,4,1,1,-6,-39,3,-5,-6,-3,6

# The list is partial (hit frequency here may not be typical).
